SRC1 inh: inhibits human SRC1 coactivator; Q15788; HEK293 GAL4-SRC1 luciferase reporter, luminescence; inhibition, % at 3.6 µM; 0.12% of 360,000 active; AID 588354;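 active means inhibition above the campaign mean plus 3 SD, with each screening campaign given its own cutoff, cut at about 60% in these data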;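 further: 0% = DMSO treated cells and 100% = gossypol at 36 µM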
TROY signal inh: inhibitors of TROY-dependent NF-kB signaling. Q293 LMP1-TROYcd NF-kB luciferase reporter, 4 h. inhibition, % at 10 µM. 0.98% of 360,000 active. AID 1347056;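 active means compounds whose plate-normalised and pattern-corrected inhibition of the luciferase reporter signal at the single screening dose is 50% or more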
C8 TRAIL sens: caspase-8 TRAIL sensitization | NB7+C8 cells + TRAIL, ATPlite viability luminescence | 1% of 360,000 active | inhibition (viability loss, TRAIL sensitization), % at 10 µM | AID 624354;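 active means compounds causing at least 50% loss of cell viability in the single-dose screen, relative to plate controls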
CF NFkB block: inhibitors of cystic fibrosis induced NF-kB | KKLEB NF-kB-GFP reporter, PAF-induced, GFP fluorescence overnight | inhibition, % at 5 µM | 0.86% of 360,000 active | AID 588850;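 active means at least 50% inhibition at 5 µM, scaled per plate between neutral and stimulator controls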;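 further: PAF is a Pseudomonas aeruginosa culture filtrate used as stimulus; plate controls were PAF-stimulated DMSO wells for no effect and unstimulated DMSO wells for full effect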
EBV LMP1 NFkB: Epstein-Barr LMP1 NF-kappaB reporter inhibition | LMP1-induced NF-kappaB luciferase reporter cells, luminescence | inhibition, % at 12.5 µM | 0.69% of 350,000 active; in the data active means inhibition above about 41%;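 further: 0% = neutral control wells and 100% = reference inhibitor control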
NR2F2 inh: blocks human COUP-TFII nuclear receptor | 0.7% of 370,000 active | inhibition, % at 8.6 µM | HEK293T NGFI-A luciferase reporter, luminescence;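 active means inhibition above a per-plate cutoff, mean inhibition of test wells between control levels plus 3 SD, cut at about 38% in these data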;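 further: cells cotransfected with COUP-TFII expression vector driving the NGFI-A reporter; 0% = median of COUP-TF2 test wells and 100% = reporter-only cells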
Target sequence (P24468 whole entry, looked up): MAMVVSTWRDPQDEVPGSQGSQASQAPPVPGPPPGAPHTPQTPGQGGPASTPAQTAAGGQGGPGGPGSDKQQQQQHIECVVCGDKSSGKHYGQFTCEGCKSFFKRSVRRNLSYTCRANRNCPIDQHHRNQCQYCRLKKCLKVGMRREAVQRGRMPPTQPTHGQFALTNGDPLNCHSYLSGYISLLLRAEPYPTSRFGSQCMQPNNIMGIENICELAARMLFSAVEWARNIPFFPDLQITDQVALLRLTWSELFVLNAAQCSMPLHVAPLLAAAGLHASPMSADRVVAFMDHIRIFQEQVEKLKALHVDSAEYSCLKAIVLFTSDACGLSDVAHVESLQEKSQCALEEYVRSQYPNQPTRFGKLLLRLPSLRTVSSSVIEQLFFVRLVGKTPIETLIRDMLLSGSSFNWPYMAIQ
NCOA3 inh: human NCOA3 inhibition. Q9Y6Q9. HEK293 GAL4-SRC3 luciferase reporter, luminescence. inhibition, % at 3.6 µM. 0.17% of 360,000 active. AID 588352;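 active means inhibition above a per-campaign cutoff, the mean of all compounds plus 3 SD, cut at about 60% in these data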;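 further: 0% = DMSO-treated cells and 100% = gossypol-treated cells at 36 µM; higher means less SRC3-driven luciferase light from the GAL4 reporter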
KKLEB cytotox: reduces viability of KKLEB cystic fibrosis airway cells | activity change (cytotoxicity), % at 5 µM | 0.36% of 360,000 active | AID 602141 | KKLEB CF airway cells viability, ATPlite luminescence, overnight; active compounds read low; cells stimulated with P. aeruginosa culture filtrate;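 active means corrected activity change at or below -50% at 5 µM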
TWEAK-Fn14 inh: inhibitors of TWEAK-Fn14 interaction signaling. inhibition, % at 10 µM. TWEAK-stimulated Fn14 reporter cells, luciferase luminescence, 8 h. 2% of 360,000 active. AID 1159606; in the data active means inhibition above about 50%
NR5A2 inv ag: suppresses constitutive activity of human LRH-1. O00482. 0.13% of 360,000 active. inhibition, % at 3.6 µM. AID 602396. HEK293T StAR-luciferase reporter, LRH-1 transfected, 24 h;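 active means inhibition above the mean inhibition of all tested compounds plus 3 SD, cut at about 73% in these data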;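 further: 0% = DMSO wells and 100% = reporter-only cells lacking LRH-1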
Target sequence (O00482 whole entry, looked up): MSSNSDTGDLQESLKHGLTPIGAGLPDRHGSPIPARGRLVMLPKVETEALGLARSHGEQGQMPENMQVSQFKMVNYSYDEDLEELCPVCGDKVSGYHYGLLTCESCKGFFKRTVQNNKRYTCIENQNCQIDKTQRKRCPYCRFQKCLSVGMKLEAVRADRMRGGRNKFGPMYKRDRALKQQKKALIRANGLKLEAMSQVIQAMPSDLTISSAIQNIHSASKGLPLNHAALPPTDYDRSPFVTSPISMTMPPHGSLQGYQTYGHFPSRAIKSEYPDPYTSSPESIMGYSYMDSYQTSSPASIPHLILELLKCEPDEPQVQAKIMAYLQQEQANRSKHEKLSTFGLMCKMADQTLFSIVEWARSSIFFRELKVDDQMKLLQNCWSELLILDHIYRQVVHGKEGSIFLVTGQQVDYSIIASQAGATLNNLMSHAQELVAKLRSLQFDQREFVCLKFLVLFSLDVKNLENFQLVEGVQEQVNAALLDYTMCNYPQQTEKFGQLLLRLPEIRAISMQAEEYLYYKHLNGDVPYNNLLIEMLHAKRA
Shn3 inh set2: inhibitors of Schnurri-3 3'UTR reporter in osteoblasts | Clone20 osteoblast Shn3 3'UTR firefly luciferase, 24 h | inhibition, % at 12.5 µM | 0.52% of 360,000 active;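 active means mean inhibition of at least 75% with every replicate also reaching 75%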;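 further: 0% = median of neutral control wells and 100% = pilot-screen positive control compound; some compounds past the cut are filed as inactive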
* marks the source's active call; other numbers are inactive results; nt = not tested or not shown.

Molecule,SRC1 inh,TROY signal inh,C8 TRAIL sens,CF NFkB block,EBV LMP1 NFkB,NR2F2 inh,NCOA3 inh,KKLEB cytotox,TWEAK-Fn14 inh,NR5A2 inv ag,Shn3 inh set2
CN(C)NC1=CC(=[N+]2CCCC2)CC(C)(C)C1,-2,2,11,14,-1,-14,24,5,3,6,16
O=C(Nc1ccc2nn(-c3ccc(F)cc3)nc2c1)c1cccnc1,-19,-53,1,-9,-19,-7,-26,-4,-3,-14,-4
CC(C)NC(=O)c1ccc2sc([C@@H]3O[C@H](CO)[C@H](O)[C@H](O)[C@H]3O)nc2c1,-5,-1,-10,-5,nt,-6,-6,4,5,4,1
Cc1c[nH]c2cccc(OCC(CNC(C)(C)C)OC(=O)c3ccccc3)c12 (stereo not drawn),-24,-4,17,15,8,7,-10,-13,-19,0,8
COc1ccc(N(CC(=O)NC2CCCC2)C(=O)Cn2nnc(-c3ccc(F)cc3)n2)cc1,8,2,4,-10,1,17,-28,13,21,14,0
CN(C)C(=O)CCc1ccc2c3c([nH]c2c1)[C@]1(C)[C@@H](C(=O)N2CCOCC2)C[C@H](CC(=O)NC(C)(C)C)C(=O)N1CC3,-7,-12,-3,-16,-2,-7,18,-2,27,-9,-3
OC(COc1c(Br)cc(Br)cc1Br)CN1CCOCC1 (stereo not drawn),13,-11,-2,3,0,8,8,-1,-15,0,9
CCCOC(=O)c1[nH]c2c(c1C)C(=O)CC(c1cc(OC)c(OC)c(OC)c1)C2 (stereo not drawn),8,35,27,5,14,62*,7,-6,49,44,83*
CCc1ccc(CN(C)CCc2ccccn2)cc1,-10,-9,6,22,0,3,16,0,4,5,-2
COc1ccc(C=C2OC(=O)C(C(C)=O)=C2O)cc1,-52,-20,84*,-14,51*,-24,-99,0,13,-25,-54
COc1cccc(CNc2ncnc3cc(Cl)ccc23)c1,9,15,23,15,9,34,3,-2,20,17,85
CCOC(=O)C1(C(=O)OCC)NC(=O)CC1C(C)C (stereo not drawn),1,-3,9,-9,-1,-22,-23,-6,10,-14,-8
CCOC(=O)C1(Cc2cccc(OC)c2)CCN(Cc2cccc3cnccc23)CC1,16,9,1,33,11,35,6,-6,10,-7,20
Clc1ccc(-c2nc3c4ccccc4ccn3c2Cc2ccccc2)cc1,-8,-26,17,2,-22,13,-9,-29,5,-11,3
Cc1cc(C)cc(Oc2ccc(NC(=O)C3CC=CCC3C(=O)O)cc2)c1 (stereo not drawn),-16,10,-9,-2,0,23,15,2,0,0,14
O=C(Nc1nc(C2C3CC4CC(C3)CC2C4)cs1)c1cc2cc([N+](=O)[O-])ccc2oc1=O (stereo not drawn),-14,43,28,9,-20,10,-3,3,4,-10,-4
Cc1cc(C)cc(N(CC(=O)NCc2ccccc2Cl)S(=O)(=O)c2c(C)[nH]c(=O)[nH]c2=O)c1,2,-24,-4,1,3,8,-12,-4,27,5,-2
COC(=O)c1c(NC(=O)C(=O)NCCCN2CCOCC2)sc2c1CCCC2,-5,6,3,5,2,-11,-9,-12,-13,10,-6
COc1cc(-c2nnn(CC(=O)NCc3ccccc3)n2)cc(OC)c1OC,-1,-2,-3,-16,5,-8,9,13,-8,12,10
CCc1nnc(NC(=O)CSc2nnc(-c3ccco3)n2CCOC)s1,-3,-2,2,0,7,-19,5,2,-4,1,14
Cc1ccc2c(c1)cc(C(=O)NCc1ccccc1)n2C,-14,8,16,3,30,-47,-59,-4,-43,-48,-9
CC(C)C(NC(=O)c1ccco1)C(=O)NCC(c1ccco1)N(C)C (stereo not drawn),-14,-1,-3,-7,1,-20,-4,-7,8,-10,10
Cc1cnc(C)c(N(C)NC(=S)Nc2ccccc2)n1,1,5,-15,18,7,-24,6,1,13,2,-1
Cn1cccc1/C=N/NC(=O)CSc1nc2ccccc2n1C,-12,-18,2,-2,5,-4,5,5,3,-12,-3
CC(C)CC(=O)N1CCN(Cc2ccc3ccccc3c2)CC1,1,10,0,12,1,-4,6,6,-24,24,-3
Cc1cc(C(=O)CC#N)c(C)n1CC(F)(F)F,-13,2,-4,-2,6,2,7,2,-8,2,4
CCCn1c(N)c(C(=O)CSc2n[nH]c(-c3ccccc3F)n2)c(=O)n(C)c1=O,19,1,-1,-37,6,0,-9,0,11,-16,14
CC(=O)NC(CC(=O)OCC(=O)Nc1cc(S(=O)(=O)N2CCCCC2)ccc1C)c1ccccc1 (stereo not drawn),12,-8,1,-14,-5,13,18,-7,3,12,32
N=C1N(c2ccccc2)C(=S)C(=Nc2ccccc2)N1c1ccccc1,-100,-25,4,67*,0,-25,-80,-2,5,-104,-42
Cc1ccccc1-c1nnc(-c2cccs2)o1,-77,-45,8,-16,-42,-52,-60,15,-2,-46,nt
O=C(COC(=O)/C=C/c1ccc(C(F)(F)F)cc1)NCC1CCCO1 (stereo not drawn),-7,-16,18,0,-24,11,-7,-8,-1,17,-15
Cc1ccc(-c2nn(CC(=O)NCC3CCCO3)c(=O)c3ccccc23)cc1 (stereo not drawn),-3,5,-16,-9,-3,nt,-2,15,-19,-8,1
Cc1nnc(SCC(=O)Nc2c(Cl)cccc2Cl)[nH]c1=O,-6,6,8,13,4,-27,6,-17,2,1,1
CN(C)CCOC(=O)CCc1ccccc1,-2,-11,-1,-7,5,-5,6,10,0,3,3
Cc1ccc(/C=N/NC(=O)c2nnn(-c3nonc3N)c2CSc2ccccc2)s1,19,3,4,3,-7,10,-4,6,-31,-9,2
CC(=O)O[C@H](COc1c2ccoc2cc2oc(=O)ccc12)C(C)(C)O,-24,-33,-8,-64,1,3,-79,-19,-14,-3,-10
CC(C)(C)NC(=O)NCCc1ccccc1,-94,-8,3,5,-3,-30,-64,-4,17,-102,nt
CC[C@H](C)[C@H](NS(=O)(=O)c1ccc(C)cc1)C(=O)N1CCC(C(=O)N[C@H](C(=O)O)C(C)C)CC1,21,-13,-37,26,3,nt,17,-18,8,-19,-1
CC1(C)Cc2ccccc2-c2nc(CN3CCOCC3)[nH]c(=O)c21,-30,-18,-9,13,4,0,10,-7,12,-9,44
CCCCC(=O)N(C)c1c(CC)nc2c(OCCOc3ccc(F)cc3)cccn12,-8,8,5,-26,nt,15,-12,-9,-16,-1,29
O=C(C1CC(=O)N(C2CCCC2)C1)N1CCN(c2cccc(C(F)(F)F)c2)CC1 (stereo not drawn),1,11,1,5,5,3,-29,-4,11,-8,52
CC1CC(C)(C)N(C(=O)NC2CCCCC2)c2ccccc21 (stereo not drawn),-15,-21,3,27,-5,-5,2,5,1,2,-6
COc1ccc(NC(=O)CCN2C(=O)c3ccccc3S2(=O)=O)c(OC)c1,3,3,2,4,-9,-19,11,1,1,8,-7
Cc1ccc(NC(=O)C2CCN(S(=O)(=O)c3c(C)nn(C)c3C)CC2)c(Cl)c1,5,-17,3,5,7,-8,-7,4,-1,-3,1
COc1ccc(NC(=O)c2cc(-c3cc(F)ccc3OC(C)C)n[nH]2)cc1OC,-1,0,-9,-11,nt,-9,-18,-7,25,-3,16
CC1CCCC(C)N1C(=O)CSc1nc(N)cc(N)n1 (stereo not drawn),-6,3,-2,-2,-4,-9,-5,-2,1,-10,-31
COC(=O)C1=C(C)N(CCc2ccccc2)C(=O)C1(NS(=O)(=O)c1ccc(NC(C)=O)cc1)C(F)(F)F (stereo not drawn),12,-3,15,0,-1,6,22,6,7,11,0
CC(C)NC(=O)N(C)C[C@H]1Oc2ccc(NS(=O)(=O)c3ccc(Cl)cc3)cc2CC(=O)N([C@@H](C)CO)C[C@@H]1C,5,-17,7,18,3,-1,36,-9,-4,6,-5
Cc1ccc(S(=O)(=O)CC(O)COc2ccc(F)cc2Cl)cc1 (stereo not drawn),7,9,-17,-3,-6,-5,8,7,5,7,-10
CCc1ccccc1Oc1nc(NCCOC)nc2cc(-c3ccccc3)sc12,-5,-26,24,-14,nt,-6,-3,11,-9,1,20

Other compounds.
Molecule,SRC1 inh,TROY signal inh,C8 TRAIL sens,CF NFkB block,EBV LMP1 NFkB,NR2F2 inh,NCOA3 inh,KKLEB cytotox,TWEAK-Fn14 inh,NR5A2 inv ag,Shn3 inh set2
Cc1cccc(S(=O)(=O)Nc2nc3ccccc3nc2Nc2ccc3c(c2)OCO3)c1,-4,64*,8,8,12,-6,21,-4,42,3,10
COc1ccc(Br)cc1/C=C1\Oc2ccccc2NC1=O,-5,5,-10,-9,-2,9,-7,-13,-32,18,4
CC(C)S(=O)(=O)NC(=O)C1(C)CCN1C(=O)Cc1ccccc1Cl (stereo not drawn),-12,-26,0,13,nt,-19,-4,-3,11,-12,-26
COc1ccc(N2CC(C(=O)N[C@@H](CC(C)C)C(=O)NC3CCCCC3)CC2=O)cc1 (stereo partly drawn),9,-18,1,19,1,13,9,-8,-4,-20,-15
CN(C)C(CNC(=O)c1sc2ccccc2c1Cl)c1ccco1 (stereo not drawn),-18,-44,5,0,-21,-37,-52,15,-10,-42,-24
CCCCn1c(CCC(=O)O)nc2cc(S(=O)(=O)N(CC)CC)ccc21,-37,10,-1,-6,-15,4,6,2,-15,-1,16
COc1ccc(-n2c(Cc3cccn3C)nnc2SCC(=O)Nc2ccc(C)cc2C)cc1,-13,10,-8,-3,-6,4,9,14,7,4,1
O=C(Cn1nnc(-c2ccc3c(c2)OCO3)n1)NCc1ccccc1,-32,-8,30,-7,2,3,2,-6,-6,8,2
c1ccc(CNc2ccccn2)cc1,-28,-2,26,-12,0,-3,-2,-4,-16,11,-4
COc1ccc(CCN2C(=O)CSC2c2cccc([N+](=O)[O-])c2)cc1OC (stereo not drawn),-10,9,-6,10,9,9,13,-2,-15,-8,12
CC(NC(=O)CSc1nc(=O)cc(N)n1-c1ccccc1)c1ccccc1 (stereo not drawn),4,-25,-9,-8,-5,10,2,3,3,17,6
COc1ccccc1-c1cc2nc(C)c(CCC(=O)NCc3ccc(F)cc3)c(C)n2n1,5,-7,1,9,7,7,13,9,-4,-6,15
CC1(C)CC(=O)C(c2c[nH]c3ccccc23)C(=O)C1,-14,0,2,8,-9,20,1,-6,5,19,-22
CCN=C1NN=C(c2c[nH]c3ccccc23)CS1,-103,-22,7,-15,-3,-49,-81,8,22,-136,-71
CS(=O)(=O)Nc1ccc2c(c1)C(=O)OC2,-11,-25,1,-13,-1,-6,-11,2,6,2,-9
O=C(Cc1ccccc1)NCC(=O)OCc1ccc([N+](=O)[O-])cc1,3,-12,5,3,2,2,1,14,9,24,4
COc1ccc(/C(C)=N/NS(=O)(=O)c2ccccc2)c(OC)c1,-4,-8,1,11,-7,0,16,-2,2,-4,3
Cc1ccc(NC(=O)CC(C)N2CCCC2)cc1 (stereo not drawn),-14,17,-5,-14,2,-19,-15,4,-12,4,-7

Not all compounds are listed; count on the stated rates, not on these rows.
